Bioassay records (PubChem BioAssay)
PGC1a acetyl inh = inhibitors of PGC1a acetylation signal, primary screen, cell-based, U2OS, AlphaScreen, inhibitor mode | AlphaScreen anti-acetyl-lysine; with virally co-expressed GCN5 acetyltransferase | inhibition, % at 15.6 µM | actives 0.17% (n = 350,000);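 active means every replicate shows inhibition of at least 40%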;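 further: 0% = neutral control wells and 100% = positive control wells; some results beyond the cut were filed as inactive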
Statin myotox sup = suppressors of statin myotoxicity in C2C12 myotubes, primary screen, cell-based, single point, plate reader; C2C12 myotubes + simvastatin, ATP luminescence, 48 h; scaled: DMSO 0, geranylgeraniol control 100; rescue of ATP level, % at 7.49 µM; actives 0.78% (n = 330,000); AID 602340, 2012;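 active means mean ATP rescue above about 67%, or every replicate alone reaching that limit, limit read from the data, passing the limit was not always enough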;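 further: myotubes were challenged with 10 µM simvastatin during compound exposure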
Cneo AK release = Cryptococcus neoformans cell lysis inducers, primary screen, AK release luminescence, single concentration; lysis activity, % at 15 µM; AID 651654, 2012; actives 0.2% (n = 360,000); C. neoformans lysis, adenylate kinase release luminescence, 4 h; normalised: neutral wells 0, clomiphene wells 100;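 active means mean lysis activity across replicates of at least 80%, whatever share of replicates individually reach that level; inactive means mean lysis activity below 80%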
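Material – log-phase Cryptococcus neoformans yeast cells · Input – 5 × 10^6 yeast cells/mL · Medium – fresh YPD growth medium · Doses – single compound concentration per well · Timing – static 4 h at 37 °C with compound, 1 h detection · Detection – adenylate kinase release luminescence · Read-out – signal increase indicating cell lysis · Control set – Clomiphene as positive lysis control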
SIRT5 inh = SIRT5 desuccinylase inhibitors, primary screen, biochemical, fluorescence imaging, single point, set 5 | NAD-dependent protein deacylase sirtuin-5, mitochondrial (Homo sapiens), Q9NXA8 | Purified SirT5, succinyl-peptide AMC, trypsin-coupled fluorescence | inhibition, % at 15 µM | actives 1.1% (n = 330,000) | AID 652115, 2013; in the data active means inhibition above about 15%
Target sequence (Q9NXA8 whole entry, looked up): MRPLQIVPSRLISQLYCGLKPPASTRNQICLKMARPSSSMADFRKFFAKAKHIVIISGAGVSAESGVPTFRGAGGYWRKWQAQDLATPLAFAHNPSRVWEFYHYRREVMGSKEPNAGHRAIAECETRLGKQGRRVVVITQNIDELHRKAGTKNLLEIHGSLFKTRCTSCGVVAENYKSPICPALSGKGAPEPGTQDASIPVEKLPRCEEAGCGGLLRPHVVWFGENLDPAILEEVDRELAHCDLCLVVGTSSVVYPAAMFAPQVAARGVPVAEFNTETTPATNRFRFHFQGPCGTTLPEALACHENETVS
LGR2 inh = inhibitors of bursicon-induced LGR2 CRE-luciferase signal, primary screen, cell-based, HEK293, CRE-luciferase reporter, bursicon stimulation; bursicon-stimulated, 4 h; inhibition, % at 9.99 µM; actives 0.35% (n = 380,000); AID 720647, 2013;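 active means drop in luminescence signal, shown as inhibition above about 50% in the replicate tests, limit read from the data, passing the limit was not always enough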;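 further: agonist challenge used bursicon conditioned medium at about half maximal strength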
S100A4 MyoIIA = inhibitors of S100A4-myosin IIA peptide binding, primary screen, biochemical, fluorescence polarization, TAMRA-MyoIIA peptide | inhibition, % at 10.7 µM | Protein S100-A4 (Homo sapiens), P26447 | actives 0.14% (n = 360,000) | AID 652163, 2013;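 active means mean inhibition of at least 70% across replicates, with every replicate also reaching that level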
Target sequence (P26447 whole entry, looked up): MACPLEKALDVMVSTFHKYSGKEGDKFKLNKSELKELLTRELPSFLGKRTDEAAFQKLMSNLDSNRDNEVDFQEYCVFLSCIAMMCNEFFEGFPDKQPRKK
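Compound dosing: one dose per compound; test system: human S100A4 monomer with TAMRA-labelled myosin IIA peptide; probe or stimulus: TAMRA-labelled myosin IIA heavy-chain peptide probe, 5 nM; medium: HEPES buffer with Ca2+, pH 7.2; schedule: 5 min incubation before reading; benchmarks: neutral control DMSO, positive control TFP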
Xi reactivation = activators of inactive X chromosome reactivation, primary screen, imaging, XiGFP fibroblasts, GFP high-content imaging, set 2; activation, % at 7.58 µM; actives 0.055% (n = 360,000); XiGFP mouse fibroblasts, % GFP-positive cells imaging, 3 d; cells co-treated with 5-aza-dC sensitizer; scaled so ellipticine positive control = 100%;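 active means mean normalized replicate activation at least 10% and every replicate at or above 10%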;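 further: 0% = median of on-plate neutral control wells and 100% = ellipticine 6 µM median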
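System: 68-5-11 XiGFP fibroblast line; Timing: 3 days compound exposure; Compound dosing: one concentration, pinned; Benchmarks: positive control ellipticine, 6 µM final; Buffer or medium: DMEM containing 5-aza-dC.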
ERAP1 HTS inh = human ERAP1 aminopeptidase inhibitors, primary screen, biochemical, single point, plate reader | recombinant ERAP1, Leu-AMC fluorescence, 60 min | inhibition, % at 10.7 µM | actives 0.15% (n = 340,000);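 active means mean replicate inhibition of at least 30%, or all replicates individually reaching that 30% level; inactive means mean below 30% and not every replicate reaching it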;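 further: 0% = neutral control wells and 100% = L-leucinethiol positive control wells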
* hit, by the source's call; & = joins results of further samples.

`COc1ccc(C(CNC(=O)CSc2ccc(Br)cc2C)N2CCOCC2)cc1` (stereo unspecified) gave SIRT5 inh 0, LGR2 inh -8, S100A4 MyoIIA -2, Xi reactivation 0.1 and ERAP1 HTS inh -3.
OC[C@@H]1CN(C2CCCC2)C[C@H](n2cnc3c(NC4CCC4)ncnc32)O1 was read as Statin myotox sup 12, Cneo AK release -1, SIRT5 inh 0, LGR2 inh 14, S100A4 MyoIIA -4, Xi reactivation 0.0 and ERAP1 HTS inh 2.
O=C(NCc1ccncc1)c1cc(F)c(F)cc1Cl was read as PGC1a acetyl inh -5, Statin myotox sup 7, Cneo AK release 2, SIRT5 inh -3, LGR2 inh 7, S100A4 MyoIIA 0, Xi reactivation 0.7 and ERAP1 HTS inh 3.
Screening COc1cc(OC)cc(C(=O)N2CCN=C2SCc2cccnc2)c1 returned PGC1a acetyl inh 1, Statin myotox sup 1, Cneo AK release 1, LGR2 inh 3, S100A4 MyoIIA -1, Xi reactivation -0.2 and ERAP1 HTS inh -2.
`CC(C)Cn1c(SCC(=O)Nc2cccnc2Cl)nnc1-c1ccco1` gave PGC1a acetyl inh 4, Statin myotox sup 1, Cneo AK release 0, LGR2 inh 1, S100A4 MyoIIA 10, Xi reactivation 0.4 and ERAP1 HTS inh -1.
For CC(=O)Nc1ccc2c(c1)C(=O)N(C)[C@H]1CC[C@H](CC(=O)Nc3cccc(C(C)C)c3)O[C@@H]1CO2 the results were PGC1a acetyl inh -3, Statin myotox sup -1, Cneo AK release 49, SIRT5 inh -2, LGR2 inh 4, S100A4 MyoIIA 4, Xi reactivation 0.4 and ERAP1 HTS inh 0.
For Cn1c(NC(=O)c2ccc(Cl)cc2)cc(=O)n(C)c1=O the results were SIRT5 inh -2, LGR2 inh 22, S100A4 MyoIIA 3, Xi reactivation 0.2 and ERAP1 HTS inh -3.
`CS(=O)(=O)Nc1ccc2c(c1)[C@@H]1C[C@H](CC(=O)NCc3cc(F)ccc3F)O[C@H](CO)[C@@H]1O2` gave PGC1a acetyl inh -3, Statin myotox sup -4, Cneo AK release 6, SIRT5 inh 3, LGR2 inh 5, S100A4 MyoIIA -5, Xi reactivation 0.1 and ERAP1 HTS inh -1.
`CCCC(=O)N1CC2(CCN(S(=O)(=O)CC)CC2)c2c(n(C)c3cc(OC)ccc23)[C@H]1CO` gave PGC1a acetyl inh 0, SIRT5 inh -4, LGR2 inh -2, S100A4 MyoIIA 1 and Xi reactivation 0.1.
Screening COc1ccc(OC)c(CN2C(=O)c3ccccc3C2C(=O)NCc2cccnc2)c1 (stereo unspecified) returned PGC1a acetyl inh 9, Cneo AK release -1, SIRT5 inh -2, LGR2 inh -2, S100A4 MyoIIA -5, Xi reactivation 0.0 and ERAP1 HTS inh 2.

The closing two entries of the section before lead into the next.
`CCCC(=O)N1CC2(CCN(S(=O)(=O)CC)CC2)c2c(n(C)c3cc(OC)ccc23)[C@H]1CO` gave PGC1a acetyl inh 0, SIRT5 inh -4, LGR2 inh -2, S100A4 MyoIIA 1 and Xi reactivation 0.1.
Screening COc1ccc(OC)c(CN2C(=O)c3ccccc3C2C(=O)NCc2cccnc2)c1 (stereo unspecified) returned PGC1a acetyl inh 9, Cneo AK release -1, SIRT5 inh -2, LGR2 inh -2, S100A4 MyoIIA -5, Xi reactivation 0.0 and ERAP1 HTS inh 2.
For COC(=O)CC1C(=O)NCCN1C(=S)NC(=O)c1ccccc1[N+](=O)[O-] (stereo unspecified) the results were PGC1a acetyl inh -5, Statin myotox sup -5, Cneo AK release -1, LGR2 inh 3 and Xi reactivation 0.1.
`C[C@@H]1CCCCO[C@@H](CN(C)Cc2ccc(C(=O)O)cc2)[C@H](C)CN([C@@H](C)CO)C(=O)c2cc(NC(=O)Cc3ccccc3)ccc2O1` gave PGC1a acetyl inh 1, Cneo AK release 0, SIRT5 inh 4, LGR2 inh -14, S100A4 MyoIIA 8, Xi reactivation 0.2 and ERAP1 HTS inh 0.
`O=C(C[C@H]1CC[C@@H](NS(=O)(=O)c2cccc(F)c2)[C@H](CO)O1)NCc1ccc2c(c1)OCO2` gave PGC1a acetyl inh 3, Statin myotox sup 5, Cneo AK release 61, SIRT5 inh 3, LGR2 inh 3, S100A4 MyoIIA 8, Xi reactivation 0.0 and ERAP1 HTS inh 1.
O=C(O)c1cccc(NC(=O)c2ccc(S(=O)(=O)c3ccccc3)cc2)c1 was read as SIRT5 inh -1, LGR2 inh 24, S100A4 MyoIIA -1, Xi reactivation -0.1 and ERAP1 HTS inh -1.
`CC(=O)CCC(=O)N1CCC(n2nccc2NC(=O)c2ccccc2C)CC1` gave Statin myotox sup 1, Cneo AK release 1, SIRT5 inh -2, LGR2 inh -2, S100A4 MyoIIA 3, Xi reactivation 0.0 and ERAP1 HTS inh -1.
For Brc1ccc2c(c1)OCCOCCOCCOCCOCCO2 the results were SIRT5 inh 8, LGR2 inh -5, S100A4 MyoIIA -1, Xi reactivation 0.0 and ERAP1 HTS inh -2.
For CN(CC(=O)Nc1c(Cl)cccc1Cl)C(=O)c1ccccc1-c1nc2ccccc2s1 the results were PGC1a acetyl inh 0, Statin myotox sup -5, Cneo AK release -3, SIRT5 inh -2, LGR2 inh 6, S100A4 MyoIIA -4, Xi reactivation 0.0 and ERAP1 HTS inh 3.
`Cc1ccc(Cl)cc1NC(=O)Nc1cccs1` gave SIRT5 inh 0, LGR2 inh 15, S100A4 MyoIIA 1, Xi reactivation 0.1 and ERAP1 HTS inh -2.
CC(=O)N(C)C[C@H]1Oc2cc(-c3ccncc3)ccc2S(=O)(=O)N([C@@H](C)CO)C[C@H]1C was read as PGC1a acetyl inh 7, Statin myotox sup 20, Cneo AK release -2, SIRT5 inh -2, LGR2 inh -2, S100A4 MyoIIA 26, Xi reactivation -1.0 and ERAP1 HTS inh 3.
`CN1CCN(C(=O)C[C@H]2CC[C@@H]3[C@H](COC[C@@H](O)CN3Cc3cccc(Cl)c3)O2)CC1` gave PGC1a acetyl inh -3, Statin myotox sup -14, Cneo AK release -2, SIRT5 inh 2, LGR2 inh -35, S100A4 MyoIIA 6, Xi reactivation 0.2 and ERAP1 HTS inh 0.
For COc1ccc(OC)c(CC(=O)N2CCc3cc(OC)c(OC)cc3C2)c1 the results were Statin myotox sup 2, Cneo AK release -1, SIRT5 inh -3, LGR2 inh -5, S100A4 MyoIIA 2, Xi reactivation 0.2 and ERAP1 HTS inh -2.
Cc1noc(C)c1NC(=O)Nc1ccc2c(c1)CC(=O)N([C@H](C)CO)C[C@H](C)[C@H](CN(C)S(=O)(=O)c1cccs1)O2 was read as PGC1a acetyl inh -1, Statin myotox sup -4, Cneo AK release 46, SIRT5 inh 3, LGR2 inh -7, S100A4 MyoIIA -7, Xi reactivation -1.2 and ERAP1 HTS inh 1.
For COc1ccccc1N1CCN(CC(O)COc2cccc3ccccc23)CC1 (stereo unspecified) the results were PGC1a acetyl inh 4&9, Statin myotox sup -9&-5, Cneo AK release -2&0, SIRT5 inh -2&-4, LGR2 inh 15&12, S100A4 MyoIIA -14&-1, Xi reactivation 0.1&-0.2 and ERAP1 HTS inh -1&-5.
Screening COc1ccc([Si](C)(C)[C@H]2[C@H](CCn3cc(CCO)nn3)O[C@@]3(C(=O)N(Cc4cccc(N5CCOC5=O)c4)c4ccccc43)[C@@H]2C)cc1 returned PGC1a acetyl inh 20, Cneo AK release -4, SIRT5 inh 12, S100A4 MyoIIA -34 and ERAP1 HTS inh 0.
Screening CSc1nsc(SCC(=O)Nc2cccc(C(=O)O)c2)n1 returned Statin myotox sup -4, Cneo AK release 1, SIRT5 inh 0, LGR2 inh -6, S100A4 MyoIIA -3, Xi reactivation 0.4 and ERAP1 HTS inh -18.
`COc1ccc(Br)cc1CN(C)C(=O)c1ccccc1OCc1c(C)noc1C` gave Statin myotox sup 4, Cneo AK release 0, SIRT5 inh -2, LGR2 inh 10, S100A4 MyoIIA 7, Xi reactivation 0.0 and ERAP1 HTS inh -3.
For COc1cccc(N2C(=O)CN(Cc3ccc(OC)c(OC)c3)C2=S)c1 the results were PGC1a acetyl inh 2, Statin myotox sup 8, Cneo AK release 0, SIRT5 inh -3, LGR2 inh -30, S100A4 MyoIIA -1, Xi reactivation 0.0 and ERAP1 HTS inh -2.
For O=C(/C=C/c1ccccc1)OCN1C(=O)c2ccccc2C1=O the results were Statin myotox sup 1, Cneo AK release 2, SIRT5 inh -4, LGR2 inh -1, S100A4 MyoIIA -25, Xi reactivation 0.1 and ERAP1 HTS inh 1.
Screening COC(=O)C(O)(CC(=O)Nc1ccc(Cl)cc1Cl)C(F)(F)F (stereo unspecified) returned PGC1a acetyl inh 10, Statin myotox sup 19, Cneo AK release -1, SIRT5 inh 0, LGR2 inh 5, S100A4 MyoIIA -3 and ERAP1 HTS inh -4.
Screening COC(=O)Cn1ncc(N2C3CC(CC(C)(C)C3)C2C)c(Cl)c1=O (stereo unspecified) returned PGC1a acetyl inh 11, Cneo AK release -1, LGR2 inh -6 and Xi reactivation 0.0.
Screening CCc1cnc(N2[C@H](C#N)[C@@H](c3ccccc3C3=CCCCC3)[C@@H]2CO)s1 returned PGC1a acetyl inh -8, LGR2 inh 14, S100A4 MyoIIA 0, Xi reactivation 0.0 and ERAP1 HTS inh -1.
Screening Cc1ccnc(NC(=O)c2ccc(Cl)c([N+](=O)[O-])c2)c1 returned PGC1a acetyl inh 3, Statin myotox sup -9, Cneo AK release -2, SIRT5 inh -7, LGR2 inh -38, S100A4 MyoIIA 2, Xi reactivation -0.1 and ERAP1 HTS inh -3.
For O=C(NCc1cccnc1)c1c(O)c2cccc3c2n(c1=O)CCC3 the results were PGC1a acetyl inh 10, LGR2 inh -20, S100A4 MyoIIA -1, Xi reactivation 0.0 and ERAP1 HTS inh -2.
For COc1ccc(C(=O)Nc2ccccc2C(=O)NCCN2CCOCC2)cc1OC the results were Statin myotox sup -1, Cneo AK release -2, SIRT5 inh 0, LGR2 inh -18, S100A4 MyoIIA -3, Xi reactivation 0.0 and ERAP1 HTS inh -3.
O=[N+]([O-])c1ccc(-c2cnc[nH]2)cc1 was read as PGC1a acetyl inh -2, Cneo AK release -1, SIRT5 inh -2, LGR2 inh -20, S100A4 MyoIIA -5 and Xi reactivation 0.0.
`CCC(=O)Nc1ccc2c(c1)C(=O)N(C)C[C@@H](OC)[C@@H](C)CN(C(=O)NC(C)C)[C@H](C)CO2` gave PGC1a acetyl inh -2, Statin myotox sup -2, Cneo AK release 0, SIRT5 inh -10, LGR2 inh 0, S100A4 MyoIIA 3, Xi reactivation 0.0 and ERAP1 HTS inh 0.
Screening CCCNC(=O)[C@@H]1[C@@H](CO)[C@@H]2Cn3c(ccc(/C=C/c4ccccc4)c3=O)[C@H]1N2C(=O)c1ccccc1 returned Statin myotox sup 17, Cneo AK release -6, SIRT5 inh -97, LGR2 inh -10, S100A4 MyoIIA -1, Xi reactivation 0.7 and ERAP1 HTS inh -2.

Not all compounds are listed; count on the stated rates, not on these rows.
